# CXCR6 inh = CXCR6 receptor inhibitors, primary screen, cell-based, beta-arrestin, luminescence, CHO-K1 PathHunter, 1536-well; inhibition, % at 20 µM; 360,000 tested, 0.36% active; in the data active means inhibition above about 34%, passing the limit was not always enough;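 further: antagonist mode with CXCL16 agonist at 10 nM final; 0% = 10 nM CXCL16 with DMSO and 100% = unstimulated wells without agonist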
# tim23-1 inh = growth inhibitors of tim23-1 mutant yeast, primary screen, luminescence, uHTS; S. cerevisiae tim23-1 growth, BacTiter-Glo luminescence, 24 h; inhibition, % at 20 µM; 330,000 tested, 1.3% active;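 active means growth inhibition of the mutant yeast at or above 50%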;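 further: temperature-sensitive mutant grown at 25 °C; plate controls were DMSO-treated mutant yeast for no effect and medium wells lacking yeast for full effect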
# CCR6 antag = CCR6 receptor antagonists, primary screen, cell-based, CHO-K1, luminescence, beta-arrestin, uHTS | CHO-K1 CCR6 PathHunter beta-arrestin, CCL20-stimulated | 340,000 tested, 0.49% active | C-C chemokine receptor type 6 (Homo sapiens), P51684 | inhibition, % at 20 µM | AID 493098, 2011;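 active means compounds whose inhibition of the agonist-driven luminescence signal at 20 µM reaches about 50%, limit read from the data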;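 further: cells stimulated with CCL20 at 14 nM final; plate controls were DMSO with CCL20 for no effect and DMSO without agonist for full effect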
# EBI2 antag = EBI2 receptor antagonists, beta-arrestin recruitment, primary screen, cell-based, luminescence, 7a,25-OHC stimulation, uHTS | G-protein coupled receptor 183 (Homo sapiens), P32249 | 7a,25-OHC stimulated | inhibition, % at 5 µM | 360,000 tested, 0.81% active | AID 651636, 2012; in the data active means inhibition above about 38%;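 further: enzyme fragment complementation signal reports receptor beta-arrestin coupling in cells; 0% = agonist plus DMSO wells and 100% = wells without agonist; some results beyond the cut were filed as inactive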
# Mdm2 MdmX PPI = inhibitors of human Mdm2-MdmX association, primary screen, cell-based, luminescence, split luciferase, SaOS-2, uHTS; Protein Mdm4 (Homo sapiens) + E3 ubiquitin-protein ligase Mdm2 (Homo sapiens), …; SaOS-2 split-luciferase Mdm2/MdmX complementation; inhibition, % at 8 µM; 330,000 tested, 3% active;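 active means inhibition of at least 50% at 8 µM in the primary screen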
# Target sequence (O15151 whole entry, looked up): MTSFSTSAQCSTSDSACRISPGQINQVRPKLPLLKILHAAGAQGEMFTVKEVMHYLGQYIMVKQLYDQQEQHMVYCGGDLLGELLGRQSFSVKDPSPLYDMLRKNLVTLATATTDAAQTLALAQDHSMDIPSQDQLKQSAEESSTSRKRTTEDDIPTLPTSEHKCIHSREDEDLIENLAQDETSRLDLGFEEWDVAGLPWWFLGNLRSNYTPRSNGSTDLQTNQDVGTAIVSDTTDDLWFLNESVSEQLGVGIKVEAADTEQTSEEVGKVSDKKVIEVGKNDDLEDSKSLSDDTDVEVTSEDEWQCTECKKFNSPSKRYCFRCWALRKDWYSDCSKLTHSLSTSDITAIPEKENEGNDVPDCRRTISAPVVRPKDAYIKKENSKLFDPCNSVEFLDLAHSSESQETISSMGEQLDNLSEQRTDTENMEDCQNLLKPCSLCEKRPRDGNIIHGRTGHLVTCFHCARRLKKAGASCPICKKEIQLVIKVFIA
# Target sequence (Q00987 whole entry, looked up): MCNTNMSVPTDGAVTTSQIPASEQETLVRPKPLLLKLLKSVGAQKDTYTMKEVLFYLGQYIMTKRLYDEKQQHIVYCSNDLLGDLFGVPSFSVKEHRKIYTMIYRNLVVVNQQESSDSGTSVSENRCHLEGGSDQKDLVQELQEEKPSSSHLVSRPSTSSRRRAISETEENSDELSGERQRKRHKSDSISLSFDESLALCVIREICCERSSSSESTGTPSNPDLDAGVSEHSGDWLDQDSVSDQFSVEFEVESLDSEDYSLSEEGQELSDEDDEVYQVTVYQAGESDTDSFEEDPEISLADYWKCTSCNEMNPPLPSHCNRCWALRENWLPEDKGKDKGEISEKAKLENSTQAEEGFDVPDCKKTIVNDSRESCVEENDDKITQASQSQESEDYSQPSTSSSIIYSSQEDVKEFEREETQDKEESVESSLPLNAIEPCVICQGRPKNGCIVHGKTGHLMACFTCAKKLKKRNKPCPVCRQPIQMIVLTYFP
# APJ ag = agonists of human apelin receptor APJ, primary screen, CHO-K1 cells, PathHunter beta-arrestin, luminescence | P35414 | 0% DMSO wells, 100% apelin | activation, % at 20 µM | 330,000 tested, 0.11% active;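 active means activation more than six SD over the plate average, tested at 20 µM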;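 further: 0% = DMSO alone and 100% = apelin-13 at 10 nM; some results filed as inactive read as strong as hits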
#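 Assay system: CHO-K1 APJ beta-arrestin complementation cell line / Compound: single test compound dose, 20 µM final, 1% DMSO / Times: overnight seeding, 90 min compound at 25 °C, 1 h detection / Technique: beta-gal luminescence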
# XBP1 UPR activ = activators of adaptive XBP1 UPR arm, primary screen, cell-based, CHO-XBP1 luciferase reporter, luminescence, uHTS; 330,000 tested, 0.33% active; activation, % at 20 µM; AID 463104, 2010; IRE1-XBP1 UPR activation; percent of tunicamycin response, DMSO as zero;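 active means versus positive control, 20 µM dose yields 30% or more activation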;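 further: 100% = tunicamycin at 10 µg/mL and 0% = DMSO only wells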
#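 Material: CHO cell line with stable XBP1 luciferase reporter; buffer or medium: F12 medium containing 10% fetal bovine serum; compound: single point, 20 µM final compound, 1% DMSO; incubation: 6 h treatment, 37 °C; measured by: glow luminescence from Steady-Glo reagent; evaluation: activation, % of tunicamycin; control set: tunicamycin high, DMSO low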
# APJ antag = antagonists of human apelin receptor APJ, primary screen, CHO-K1 cells, beta-arrestin complementation, luminescence; inhibition, % at 20 µM; 330,000 tested, 0.32% active;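 active means inhibition above about 40% at 20 µM, limit read from the data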;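 further: cells challenged with 10 nM apelin-13 agonist together with compound; plate controls were apelin-13 plus DMSO wells for no effect and DMSO wells lacking apelin-13 for full effect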
# CHOP UPR activ = activators of apoptotic CHOP UPR arm, primary screen, cell-based, CHO-CHOP luciferase reporter, luminescence, uHTS; UPR activation; percent of tunicamycin response over DMSO baseline; activation, % at 10 µM; 330,000 tested, 0.34% active; AID 449763, 2010;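 active means at 10 µM dose, activation of 40% or more, normalized to positive control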;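 further: 100% = tunicamycin at 10 µg/mL and 0% = DMSO alone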
#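 Material: CHO-CHOP cells, stable luciferase reporter of PERK-eIF2a-CHOP signalling; quantity: 500 reporter cells seeded per well; buffer or medium: F12 medium containing 10% fetal bovine serum; compound: one dose, 10 µM in 0.5% DMSO; incubation: 6 h compound treatment, 37 °C; measured by: Steady-Glo luciferase luminescence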
# * hit, by the source's call; x = no result given. An excerpt; count on the stated rates, not on these rows.
SMILES,CXCR6 inh,tim23-1 inh,CCR6 antag,EBI2 antag,Mdm2 MdmX PPI,APJ ag,XBP1 UPR activ,APJ antag,CHOP UPR activ
CN(C)c1ccc(N=Nc2ccccc2C(=O)OCC(=O)N2CCCC2)cc1,20,29,37,9,18,-4,8,12,1.3
CC(C)c1ccc(C2=NN(c3ccccc3)C(=O)CC2)cc1,-3,34,29,5,17,0,0,-1,3.0
CCOc1ccc(CC(=O)N/N=C(\C)c2cccnc2)cc1,-4,-8,-12,9,26,2,-2,8,-1.6
Fc1ccc(-c2c[nH]c(=S)n2Cc2ccccc2)cc1,16,9,24,13,-13,-4,1,11,-0.7
CCN(CC(=O)NC1CCCC1)S(=O)(=O)c1ccc(F)cc1,2,-11,-2,-3,6,-3,-2,10,0.4
Cc1ccc(S(=O)(=O)NCCC(=O)OCC(=O)NCCc2ccccc2)cc1C,1,-7,2,-8,-9,-1,-2,5,-1.7
Cc1cc(C)c2nc(SCC(=O)Nc3cc(C)on3)c(C)cc2c1,0,16,-2,3,31,-5,0,4,0.3
COc1ccc(-c2cccc(C(=O)Nc3ccc(OC)c(OC)c3)c2)cc1,-10,5,7,5,45,5,-1,5,-2.7
O=C(NNC(=O)c1cc2cc3ccccc3nc2s1)c1ccc(F)cc1,-7,-16,10,2,22,-3,0,5,-1.9
Cc1nc(SCC(=O)NCCc2ccccc2)nc(C)c1C,-2,16,-10,0,-6,-3,0,14,-2.7
CCOC(=O)C1=CNS(=O)(=O)NC1c1ccc(Br)cc1F (stereo unspecified),10,29,22,1,32,x,0,x,1.6
O=C(COC(=O)CNC(=O)c1ccccc1F)NC1CC1,12,8,1,5,4,-1,0,6,1.0
O=c1c2ccccc2nc(/C=C/c2ccc([N+](=O)[O-])o2)n1CCCO,-4,-16,15,3,33,0,5,-2,4.9
Nc1nc(Cl)cc(=O)n1Cc1ccc(Cl)cc1,-3,0,0,-10,1,0,-2,3,1.7
O=C1C(=O)c2ccccc2C(O)=C1CCCCl,-58,45,-6,-2,22,5,4,-41,4.5
CC(=O)NS(=O)(=O)c1ccc(NC(=S)Nc2ccccc2)cc1,-9,5,-5,5,-22,0,-2,-23,-1.1
Cc1cccc(C(=O)N2CCCC(c3nc(-c4ccc(C)o4)no3)C2)c1 (stereo unspecified),2,13,7,0,-30,-3,0,-10,3.3
O=C(Nc1ccccc1)c1ccc(S(=O)(=O)N2CCOCC2)cc1,5,-1,0,-2,11,-2,1,9,4.9
S=C(Nc1cccc(Br)c1)c1ccccc1,3,45,8,-9,2,-1,5,22,1.9
CC1CCCCN1CC(=O)Nc1ccc2c(c1)OC(F)(F)O2 (stereo unspecified),0,11,13,6,10,-3,-2,-11,-1.9
CC(C)CN1CN(Cc2ccccc2)CNC1=S,-1,12,8,-18,-12,-4,1,12,2.2
O=C(c1ccc([N+](=O)[O-])cc1[N+](=O)[O-])n1cnc2ccccc21,-18,73*,-10,-14,3,7,-2,-85,-0.5
Cc1ccc(OCC(=O)NNC(=O)c2ccc3c(=O)n4c(nc3c2)CCC4)cc1,8,7,-4,-8,5,0,-1,12,-0.1
CCCC(=O)N(CCc1ccc(OC)cc1)Cc1nc2ccccc2c(=O)[nH]1,-5,18,-3,-4,18,-3,-3,12,0.0
Cc1cccc(OCCCn2c(CCNC(=O)C(C)C)nc3ccccc32)c1,-1,-1,5,-16,-31,-1,1,-2,1.6
# The results go on:
SMILES,CXCR6 inh,tim23-1 inh,CCR6 antag,EBI2 antag,Mdm2 MdmX PPI,APJ ag,XBP1 UPR activ,APJ antag,CHOP UPR activ
CC(CCc1ccccc1)NC(=O)COC(=O)c1cccc(N(C)C)c1 (stereo unspecified),3,27,13,15,19,-2,-5,3,-0.2
Cc1ccc(C)c(OCCC(=O)OCC(=O)N2CCN(c3ccccc3)CC2)c1,-2,9,21,10,15,-3,-6,-4,5.2
O=C(O)CCN(CCC(=O)O)c1nnc(SCc2ccccc2)s1,-5,4,-4,8,21,-8,2,3,-1.2
COc1ccc(-c2ccc(NS(=O)(=O)c3cc([N+](=O)[O-])c(C)c([N+](=O)[O-])c3)cc2)nn1,2,8,9,-6,-15,7,-2,-88,-1.4
O=C(/C=C/c1cccc([N+](=O)[O-])c1)NCCSCc1cccc(Cl)c1,-7,37,39,3,18,-5,-2,0,-0.4
Cc1cc(C)cc(NC(=S)NCc2ccncc2)c1,6,-13,4,2,8,-5,-1,0,1.8
CCC1CCCCN1S(=O)(=O)c1ccc(C(=O)N(CCCN(C)C)c2nc3cc4c(cc3s2)OCO4)cc1 (stereo unspecified),22,35,7,11,63*,10,0,17,2.0
O=C(NCCc1ccc(C(F)(F)F)cc1)C1CCC(=O)N(CCCc2ccccc2)C1 (stereo unspecified),-4,11,-6,8,-15,2,-2,11,-1.2
O=C(Nc1cccc(S(=O)(=O)N2CCCCCC2)c1)c1ccc(Cl)nc1,-2,10,11,15,22,0,-2,8,0.5
CC(=O)N1CCN(c2ccccc2NC(=O)c2ccc(Br)o2)CC1,18,2,22,20,10,-7,-1,26,2.4
Cn1cc(C(=O)C(=O)N2CCOCC2)c2ccccc21,3,-3,-7,-11,10,1,0,-14,3.7
O=C(O)c1ccc(Cl)c(S(=O)(=O)N(Cc2ccccc2)c2ccc(F)cc2)c1,0,26,9,6,-5,-3,0,17,-2.1
CCCCNC(=O)c1c(C)cc(=O)oc1C,-4,17,-14,0,11,-7,-4,4,-0.2
Cc1cc(C)cc(OCC(=O)N(Cc2ccco2)c2c(N)n(Cc3ccccc3)c(=O)[nH]c2=O)c1,4,13,14,-5,-24,-4,1,5,1.5
COC(=O)c1cccc(OCC(O)Cn2ccnc2)c1 (stereo unspecified),2,-15,-4,-4,13,-1,-2,-3,2.1
COc1ccc(NC(=S)N2CCC(c3nc4ccc(Cl)cc4[nH]3)CC2)c(OC)c1,2,11,12,-4,19,-3,-2,14,-2.5
O=C(C1=C[C@@H](c2ccc3c(c2)OCO3)C[C@@H](OCCCCO)O1)N1CCOCC1,3,8,3,2,2,-3,-1,15,-1.9
CC(Cc1c[nH]c2ccccc12)NC(=O)OCCCl (stereo unspecified),-2,23,-5,-1,-14,-2,-1,2,-1.3

# Mdm2 MdmX PPI: what is marked active above.
SMILES	CXCR6 inh	CCR6 antag	EBI2 antag	Mdm2 MdmX PPI	XBP1 UPR activ	APJ antag
CCC1CCCCN1S(=O)(=O)c1ccc(C(=O)N(CCCN(C)C)c2nc3cc4c(cc3s2)OCO4)cc1 (stereo unspecified)	22	7	11	63*	0	17

# Full records, looked up by structure.
# Shown for `O=C(O)CCN(CCC(=O)O)c1nnc(SCc2ccccc2)s1` = CXCR6 inh: -5; tim23-1 inh: 4; CCR6 antag: -4; EBI2 antag: 8; Mdm2 MdmX PPI: 21; APJ ag: -8; XBP1 UPR activ: 2; APJ antag: 3; CHOP UPR activ: -1.2
# Shown for `O=C(NCCc1ccc(C(F)(F)F)cc1)C1CCC(=O)N(CCCc2ccccc2)C1` (stereo unspecified) = CXCR6 inh: -4; tim23-1 inh: 11; CCR6 antag: -6; EBI2 antag: 8; Mdm2 MdmX PPI: -15; APJ ag: 2; XBP1 UPR activ: -2; APJ antag: 11; CHOP UPR activ: -1.2
# Shown for `O=C(C1=C[C@@H](c2ccc3c(c2)OCO3)C[C@@H](OCCCCO)O1)N1CCOCC1` = CXCR6 inh: 3; tim23-1 inh: 8; CCR6 antag: 3; EBI2 antag: 2; Mdm2 MdmX PPI: 2; APJ ag: -3; XBP1 UPR activ: -1; APJ antag: 15; CHOP UPR activ: -1.9

# 6 records picked at random from the list so far, as already listed:
SMILES,CXCR6 inh,tim23-1 inh,CCR6 antag,EBI2 antag,Mdm2 MdmX PPI,APJ ag,XBP1 UPR activ,APJ antag,CHOP UPR activ
O=C(NCCc1ccc(C(F)(F)F)cc1)C1CCC(=O)N(CCCc2ccccc2)C1 (stereo unspecified),-4,11,-6,8,-15,2,-2,11,-1.2
CC(Cc1c[nH]c2ccccc12)NC(=O)OCCCl (stereo unspecified),-2,23,-5,-1,-14,-2,-1,2,-1.3
O=C(Nc1cccc(S(=O)(=O)N2CCCCCC2)c1)c1ccc(Cl)nc1,-2,10,11,15,22,0,-2,8,0.5
Cc1cc(C)cc(OCC(=O)N(Cc2ccco2)c2c(N)n(Cc3ccccc3)c(=O)[nH]c2=O)c1,4,13,14,-5,-24,-4,1,5,1.5
O=C(O)CCN(CCC(=O)O)c1nnc(SCc2ccccc2)s1,-5,4,-4,8,21,-8,2,3,-1.2
Cc1cc(C)cc(NC(=S)NCc2ccncc2)c1,6,-13,4,2,8,-5,-1,0,1.8

# Bioassay records deposited in PubChem by Sanford-Burnham Center for Chemical Genomics.
